CHT inh – human CHT choline transport inhibition | CHT-expressing cells, membrane potential dye, choline response; hits give low values | B-score at 10 µM | 310,000 tested, 0.86% active | AID 488975;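 active = B-score over 3 SD under the library average, and starting fluorescence ratio not unusually high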;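 note: choline stimulus applied at its EC90 after an EC20 pre-addition; B-score computed on integrated fluorescence ratio after choline addition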
Target sequence (Q9GZV3 whole entry, looked up): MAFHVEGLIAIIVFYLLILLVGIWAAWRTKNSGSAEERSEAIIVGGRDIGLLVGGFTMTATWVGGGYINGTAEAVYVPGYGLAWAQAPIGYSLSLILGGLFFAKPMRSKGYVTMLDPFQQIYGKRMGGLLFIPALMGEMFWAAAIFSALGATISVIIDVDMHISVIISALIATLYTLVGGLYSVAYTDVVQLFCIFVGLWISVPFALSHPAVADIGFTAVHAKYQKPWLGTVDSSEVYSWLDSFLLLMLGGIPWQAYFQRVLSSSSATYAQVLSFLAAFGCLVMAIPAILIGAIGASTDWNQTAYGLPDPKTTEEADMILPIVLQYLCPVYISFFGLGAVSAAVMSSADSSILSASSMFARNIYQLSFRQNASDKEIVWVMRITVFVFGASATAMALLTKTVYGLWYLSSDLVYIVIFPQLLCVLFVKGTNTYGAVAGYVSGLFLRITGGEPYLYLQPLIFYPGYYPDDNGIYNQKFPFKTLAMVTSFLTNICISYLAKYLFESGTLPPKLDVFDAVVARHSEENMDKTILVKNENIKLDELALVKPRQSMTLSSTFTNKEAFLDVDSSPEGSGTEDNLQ
CHT PAM – allosteric activators of human choline transporter CHT. Q9GZV3. CHT-expressing cells, membrane potential dye, choline EC20; hits give high values; LV-AA mutant CHT in HEK293 cells. B-score at 10 µM. 310,000 tested, 0.49% active;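 active = initial fluorescence not abnormally high and integrated response B-score, plate-corrected, over 3 SD above library mean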
Active calls of the source: *; i = inactive.

structure,CHT inh,CHT PAM
Cn1c(Cn2c3ccccc3c3ccccc32)n[nH]c1=S,i,i
O=C(CSc1nnc2ccc(-c3ccccn3)nn12)Nc1ccc(F)cc1F,i,i
Cn1c(SCC(=O)NNC(=O)Nc2ccccc2)nnc1-c1ccccc1,i,i
C/C(Cn1nnc2ccccc21)=N\OC(=O)c1ccccc1C,i,i
CCCN(CC(=O)Nc1ccc(C(N)=O)cc1)CC(=O)Nc1ccc(F)c(F)c1F,i,i
O=C(CN1CCC2(CC1)OCCO2)c1c[nH]c2ccccc12,i,i
Fc1ccccc1COc1ccc2ccccc2c1CNc1nn[nH]n1,i,i
C=CCNC(=O)CSc1nnc(-c2ccncc2)n1CCc1ccccc1,i,i
O=C(N/N=C/c1cc(O)ccc1[N+](=O)[O-])c1ccc2c(c1)OCCO2,i,i
CCCCOC(=O)Nc1ccc(N2CCCCC2)cc1,i,i
CC(C)c1ccc(NC(=S)NC2CC3C=CC2C3)cc1 (centres undefined),i,i
CN(c1ccccc1)S(=O)(=O)c1cccc(NC(=O)c2ccncc2)c1,i,i
COc1ccc(NC(=S)NC2CCS(=O)(=O)C2)cc1 (centres undefined),i,i
CCN(CC)CCCNc1cc(C)nc2cc(-c3cccs3)nn12,i,9.1*
CCCCn1c(N)c(N(CCOC)C(=O)CCCc2cccs2)c(=O)[nH]c1=O,i,i
O=C(CN(Cc1ccco1)C(=O)CNS(=O)(=O)c1ccc(F)cc1)NCCc1ccccc1,i,i
Cc1ccccc1N1CCN(C2CCCN(C(=O)CCC(=O)N(C)C)C2)CC1 (centres undefined),i,i
CCOc1cc(/C=C2\C(=O)N(Cc3ccco3)C(C)=C2C(=O)OC)ccc1O,i,i
COc1ccc(N2CCN(S(=O)(=O)CCNC(=O)c3ccc(Br)o3)CC2)cc1,i,i
COc1ccc(NC(=O)CSc2nnc(C)c(=O)n2N)cc1,i,i
N#C/C(=C/c1ccc(F)cc1)C(N)=S,i,i
Cc1csc(NC(=O)c2cc(=O)[nH]c3ccccc23)n1,i,i
CCOC(=O)C1CCCN(Cc2cc(OC)c(O)c(OC)c2)C1 (centres undefined),i,i
CCOC(=O)CON1C(=O)c2ccccc2C1=O,i,i
CCC(Sc1nc2ncccc2[nH]1)C(=O)NC1CCC(C)CC1 (centres undefined),i,i
Cn1c(=O)c2sccc2n(Cc2ccccc2)c1=O,i,i
Cc1cc(C)c(NC(=O)c2ccccc2CCc2ccccc2)c(C)c1,i,i
COc1ccc(OC)c(NC(=O)Nc2cccc(Cn3cccn3)c2)c1,i,i
Cc1cc(C)nc(/N=C(\N)Nc2ccc3c(c2)OCCO3)n1,i,i
CC12CCC(C(N)=O)(C1Br)C2(C)C (centres undefined),i,i
Cc1ccc(C)c(C(=O)N(C)CC(=O)Nc2ccccc2C(F)(F)F)c1,i,i
COCc1[nH][nH]c(=O)c1C=Nc1ccc(Oc2ccccc2)cc1,i,i
COc1ccc(Nc2nc(N)nc(CN3CCN(c4ccccn4)CC3)n2)cc1,i,i
Cc1ccc(S(=O)(=O)N2CCN(C(=O)CCn3cncn3)CC2)cc1,i,i
COc1ccc2cc(-c3[nH]ncc3CN3CCCN(c4ccccc4)CC3)ccc2c1,i,i
COc1ccc(CNC(=O)c2cnc3n(c2=O)CCS3)cc1,i,i
C[N+]1(C2CCC3CCCC2C3O)CCCC1 (centres undefined),i,i
O=C(Nc1ccccc1N1CCOCC1)c1ccc2c(c1)OCCO2,i,i
CCCCCNC(=O)c1ccc2c(=O)n(CCCOCC)c(=S)[nH]c2c1,i,i
COc1ccc(-c2noc(=O)n2Cc2cc(C)ccc2C)cc1,i,i
COc1cc(/C=C/c2nc(N)nc(-c3ccccc3O)n2)cc(OC)c1OC,i,i
CC(C)CNC(=S)Nc1ccc(F)cc1,i,i
CC1CCN(S(=O)(=O)c2ccc(S(=O)(=O)NCc3ccco3)cc2)CC1,i,i
COc1ccc(CNC(=O)C(C#N)c2nc3ccccc3nc2N2CCCC2)cc1 (centres undefined),i,i
CCn1c(=O)c([N+](=O)[O-])c(N2CCSCC2)c2ccccc21,i,i
COCCNC(=O)CSc1nc2ccccc2c(=O)n1-c1cccc(OC)c1,i,i
O=C(O)/C=C/C(=O)Nc1ccc(NC(=O)c2ccccc2)c(Cl)c1,i,i
CCS(=O)(=O)NCc1cn2c(C)csc2n1,i,i
C=CCn1c(-c2ccccc2)cc(SC)c(C#N)c1=O,i,i
Clc1ccc(Nc2nc3cccnc3s2)cc1,i,i
CC1CCCCN1C(=O)COC(=O)C1CCN(S(=O)(=O)c2ccc3c(c2)OCCO3)CC1 (centres undefined),i,i
CC(C)C(=O)NNc1nc2ccccc2s1,i,i
Cc1cc(C)cc(N2Cc3ccccc3C2)c1,i,i
Cn1c2c(c(=O)n(C)c1=O)C(c1ccccc1Cl)CC(=O)N2 (centres undefined),i,i
COc1cccc(N/C(SCc2ccccc2F)=C(/C#N)C(=O)NCc2cccs2)c1,i,i
CCn1c(Cc2ccccc2)nnc1SCC(=O)Nc1ccc2c(c1)OCCO2,i,i
COc1ccccc1N1CCN(CC(=O)Nc2cccc(F)c2)CC1,i,i
O=C(COC(=O)c1ccco1)NCc1ccccc1Cl,i,i
Oc1cccc(/C=N/N2CCCCC2)c1O,i,i
COc1ccc(-c2cc(-c3ccccc3)c(C#N)c(=S)[nH]2)cc1,i,i

Shown with values under each structure: entries from further up.
Below each compound – CHT inh, CHT PAM
COc1cccc(N/C(SCc2ccccc2F)=C(/C#N)C(=O)NCc2cccs2)c1
→ i, i
Cn1c2c(c(=O)n(C)c1=O)C(c1ccccc1Cl)CC(=O)N2 (centres undefined)
→ i, i
COc1ccccc1N1CCN(CC(=O)Nc2cccc(F)c2)CC1
→ i, i
CC1CCCCN1C(=O)COC(=O)C1CCN(S(=O)(=O)c2ccc3c(c2)OCCO3)CC1 (centres undefined)
→ i, i
CC(C)C(=O)NNc1nc2ccccc2s1
→ i, i
Oc1cccc(/C=N/N2CCCCC2)c1O
→ i, i
C=CCn1c(-c2ccccc2)cc(SC)c(C#N)c1=O
→ i, i

Next records follow:
structure,CHT inh,CHT PAM
CN1CCN(C(=O)c2cnn3c(C(F)F)cc(C4CC4)nc23)CC1,i,i
CN1CCCN(S(=O)(=O)c2ccc3c(c2)OCCO3)CC1,i,i
CN1C(=O)CSc2ccc(NC(=O)N3CCC(N4CCCCC4)CC3)cc21,i,i
O=C(C1CCCN(S(=O)(=O)c2cccc3nsnc23)C1)N1CCc2ccccc21 (centres undefined),i,i
Brc1ccc(C2=Nc3ccccc3C(c3ccncc3)=NN2)cc1,-11*,i
CCNC(=S)N(Cc1ccc2c(c1)OCO2)C1CC(=O)N(c2ccc(OC)cc2)C1=O (centres undefined),i,i
Cc1ccc(N2C(=O)[C@@H]3C(c4cccnc4)=NO[C@@H]3C2=O)cc1,i,i
CN(C)CCCNc1ncnc2sc(-c3ccccc3)cc12,i,i
COCCN1CCCC(CNCc2cn(C)nc2-c2ccc(Oc3ccccc3)cc2)C1 (centres undefined),i,i
Cc1cc2nc(CCN(C(=S)NCC(C)C)C3CCCC3)[nH]c2cc1C,i,i
CSc1cccc(NC(=S)N(Cc2ccccc2)Cc2ccccn2)c1,i,i
Cc1[nH]c2ccccc2c1C(c1ccccn1)N1CCC(C)CC1 (centres undefined),i,i
Cc1cc(C)c(S(=O)(=O)N(C)CC(=O)NCCN2CCOCC2)c(C)c1,i,i
O=S(=O)(NCc1ccccc1)c1cccc2nsnc12,i,i
Cc1cc(C)n(CC(O)Cn2ccc3ccccc32)n1 (centres undefined),i,i
Cc1ccccc1NC1C=CS(=O)(=O)C1 (centres undefined),i,i
CCc1ccc2ncc(S(=O)(=O)c3ccc(C)c(C)c3)c(N3CCCC3)c2c1,i,i
Cc1cccc(C)c1NC(=O)CCCSc1nc2ccccc2s1,i,i
N#C/C(=C\c1cn(-c2ccccc2)nc1-c1cccnc1)c1nnc2n1CCCCC2,i,i
C[C@@H](O)C(C(=O)N1CCNCC1)n1cc([C@@H](N)CCCCN)nn1 (some centres undefined),i,i
O=C(NCCN1CCc2ccccc2C1)C1CCN(S(=O)(=O)N2CCC3(CC2)OCCO3)CC1,i,i
COc1ccccc1N1CCN(c2nc(C)nc3c2oc2ccccc23)CC1,i,i
O=S(=O)(Cc1ccccc1Cl)NCCc1ccc(F)cc1,i,i
O=C(O)CNC(=O)C(CS)Cc1ccccc1 (centres undefined),i,i
C=CCN1C(=O)CSc2ccc(C(=O)OCC)cc21,i,i
Cc1cc(C)cc(C(=O)NCC(=O)OCC(=O)Nc2ccc(C)cc2Br)c1,i,i
O=C(NCc1ccco1)/C(=C\c1cccs1)NC(=O)c1ccccc1,i,i
CC(C)(C)c1ccc(S(=O)(=O)N2CC(=O)Nc3ccccc32)cc1,i,i
COc1cccc(NC(=O)Cn2c(=O)oc3ccccc32)c1,i,i
Cc1cc(C(=O)OCC(=O)Nc2cc(S(=O)(=O)N3CCOCC3)ccc2Cl)c(C)o1,i,i
CCc1nnc(NC(=O)[C@@H](NC(=O)c2ccc(C(C)(C)C)cc2)C(C)C)s1,i,i
CCn1c(C)c(C(C)=O)c(N2CCN(C(=O)c3ccco3)CC2)nc1=S,i,i
COc1cc(/C=C(\C#N)C(=O)Nc2ccccn2)ccc1O,i,i
O=C(Nc1ccnn1C1CCN(C(=O)c2cccc(C(F)(F)F)c2)CC1)C1CC1,i,i
Cc1c(NCc2nc3ccccc3[nH]2)c(=O)n(-c2ccccc2)n1C,i,i
c1ccc2c(c1)CCN(c1ncnc3nc[nH]c13)C2,i,i
O=C(Nc1cccc(Cl)c1Cl)Nn1cnnc1,i,i
CC(Sc1nnc(N)s1)C(=O)Nc1nccs1 (centres undefined),i,i
O=C1/C(=C/c2ccc(O)cc2)SC(=S)N1CC1CCCO1 (centres undefined),i,i
CC(C)n1cnnc1SCC(=O)NC(=O)c1ccccc1,i,i
CC(C)[C@H](NC(=O)OC(C)(C)C)C(=O)NCC1CCC(C(=O)N[C@@H](Cc2ccccc2)C(=O)O)CC1 (some centres undefined),i,i
CC(C)NC(=O)C1(c2ccccc2)CC1(Cl)Cl (centres undefined),i,i
O=C1CS/C(=N\NC(=O)c2ccccc2)N1,i,i
COCc1cc(C)nc(SCC(=O)NCC2CCCO2)c1C#N (centres undefined),i,i
CC1=C(n2nnc3ccccc32)C(c2ccccc2)C(C#N)=C(N)O1 (centres undefined),i,i
COc1cc(CNC2CCCCCCC2)cc(Cl)c1OC,i,i
Cc1nc2cc(Cl)ccc2n1CCO,i,i
CCCN(CCC)CCNC(=O)C1CCN(S(=O)(=O)c2cccc3nsnc23)CC1,i,i
O=C(Nc1ccccc1F)C1COc2ccccc2O1 (centres undefined),i,i
CN(C(=O)CSc1nnc2ccccn12)C1CCS(=O)(=O)C1 (centres undefined),i,i
CN(C)c1nc(N(C)C)n(C(=O)c2ccc(F)cc2)n1,i,i
COCc1cc(=O)n2[nH]c(-c3cccs3)cc2n1,i,i
Cc1nc(S(=O)(=O)N(C)c2ccccc2)c(C#N)c(C)c1Cl,i,i
N#CC1=C(N)NC(SCc2ccc(Cl)cc2)=C(C#N)C12CCCCC2,i,i
COc1ccc(NC(=O)c2cccc(F)c2)cc1Cl,i,i
COc1ccccc1N1CCN(C(=O)CCc2ccccc2)CC1,i,i
Cn1cc(/C=N/NC(=O)c2cc3cc(Br)ccc3o2)c2ccccc21,i,i
CCOC(=O)c1ccc(NC(=O)/C=C/c2cccs2)cc1,i,i
COc1ccc(NC(=O)CSc2nc3c(c(=O)[nH]2)CCC3)cc1OC,i,i
O=C(CNS(=O)(=O)c1cccc(Cl)c1)Nc1ccc(-c2nc3ccccc3s2)cc1,i,i

Continuation.
structure,CHT inh,CHT PAM
CCCCc1nnc(NC(=O)CSc2nc(O)c(-c3ccccc3)c(=O)[nH]2)s1,i,i
C/C(=N/OC(=O)c1ccc(C)cc1)c1cccs1,i,i
Cc1ccc(NC(=O)CO/N=C/c2ccccc2C)c(C)c1,i,i
COc1ccc(CC(=O)OCC(=O)c2ccc(OC)cc2)cc1,i,i
Cc1cccc(N2CCN(CC(=O)Nc3ccc(S(=O)(=O)N4CCOCC4)cc3)CC2)c1C,i,i
O=C(Nc1cccnc1)/C(N=Nc1c(Cl)cccc1Cl)=C(\O)c1ccccc1,i,i
Cc1ccc(O)c(-c2cc3ccccc3[nH]2)c1,i,i
C/C(N)=C(/C#N)C(=O)COC(=O)c1cc2c(s1)CCCC2,i,i
Cc1ccc(-c2cc(C(=O)NCc3ccc4c(c3)OCO4)[nH]n2)c(O)c1C,i,i
CC(Sc1nnc(-c2cccnc2)n1-c1ccccc1)C(=O)NCc1ccc2c(c1)OCO2 (centres undefined),i,i
Cc1ccnc(N2CCC(C(=O)NNC(=O)c3ccccc3)CC2)n1,i,i
CCc1nn(CC(=O)NCCCc2ccccc2)c(=O)c2cc3cc(F)ccc3n12,i,i
CNC(=S)N/N=C/c1ccco1,i,i
O=C(/C=C/c1ccco1)c1ccc(NC(=O)C23CC4CC(CC(C4)C2)C3)cc1,i,i
Cc1ccc(CCNC(=O)CN2CCN(Cc3ccccc3F)C2=O)cc1,i,i
Cn1cccc1CC(=O)N/N=C/c1ccc(Cl)c([N+](=O)[O-])c1,i,i
